PAFAH1B3 inh – blocks human PAF acetylhydrolase 1B catalytic subunit 3 | Q15102 | recombinant PAFAH1B3, FP-rhodamine probe, fluorescence polarization | inhibition, % at 3.39 µM | 340,000 tested, 0.28% active | AID 492972;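 active means inhibition above the screen-wide average of all tested compounds plus 3 SD, cut at about 25% in these data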;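 further: 0% = enzyme with DMSO only and 100% = wells lacking PAFAH1B3 protein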
LYPLA2 counter – blocks human lysophospholipase 2, a PME1 counter-screen. O95372. recombinant LYPLA2, FP-Rh probe fluorescence polarization. inhibition, % at 5.9 µM. 320,000 tested, 0.38% active. AID 2177;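 active means inhibition above the screen-wide mean plus 3 SD, limit set per campaign, cut at about 26% in these data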;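 further: 0% = LYPLA2 with DMSO and 100% = wells lacking LYPLA2 enzyme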
PAFAH2 FP inh – PAFAH2 (human) inhibition; recombinant PAFAH2, FP-rhodamine activity probe, fluorescence polarization; inhibition, % at 3.39 µM; 340,000 tested, 0.99% active; AID 492956;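 active means inhibition above the mean over all tested compounds plus 3 SD, cut at about 30% in these data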;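 further: inhibitors block probe labeling of enzyme so polarization drops; 0% = enzyme with DMSO and 100% = wells lacking PAFAH2 protein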
ZTA DNA inh – blocks Epstein-Barr virus ZTA, an EBNA-1 counter-screen; ZTA-DNA binding, fluorescence polarization; inhibition, % at 11 µM; 320,000 tested, 0.15% active; in the data active means inhibition above about 33%
EBNA-1 inh – blocks EBNA-1 binding to DNA. EBNA-1 DNA binding, fluorescence polarization. 300,000 tested, 0.34% active. inhibition, % at 14.8 µM. AID 1950; in the data active means inhibition above about 28%
PREPL inh – inhibitors of human prolyl oligopeptidase-like enzyme PREPL; Q4J6C6; recombinant PREPL, fluorescence polarization activity-based probe; inhibition, % at 5.96 µM; 320,000 tested, 0.68% active; AID 2751; in the data active means inhibition above about 43%;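 further: 0% = enzyme with DMSO and 100% = wells lacking enzyme; many of its hits are not listed in these tables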
Target sequence (Q4J6C6 whole entry, looked up): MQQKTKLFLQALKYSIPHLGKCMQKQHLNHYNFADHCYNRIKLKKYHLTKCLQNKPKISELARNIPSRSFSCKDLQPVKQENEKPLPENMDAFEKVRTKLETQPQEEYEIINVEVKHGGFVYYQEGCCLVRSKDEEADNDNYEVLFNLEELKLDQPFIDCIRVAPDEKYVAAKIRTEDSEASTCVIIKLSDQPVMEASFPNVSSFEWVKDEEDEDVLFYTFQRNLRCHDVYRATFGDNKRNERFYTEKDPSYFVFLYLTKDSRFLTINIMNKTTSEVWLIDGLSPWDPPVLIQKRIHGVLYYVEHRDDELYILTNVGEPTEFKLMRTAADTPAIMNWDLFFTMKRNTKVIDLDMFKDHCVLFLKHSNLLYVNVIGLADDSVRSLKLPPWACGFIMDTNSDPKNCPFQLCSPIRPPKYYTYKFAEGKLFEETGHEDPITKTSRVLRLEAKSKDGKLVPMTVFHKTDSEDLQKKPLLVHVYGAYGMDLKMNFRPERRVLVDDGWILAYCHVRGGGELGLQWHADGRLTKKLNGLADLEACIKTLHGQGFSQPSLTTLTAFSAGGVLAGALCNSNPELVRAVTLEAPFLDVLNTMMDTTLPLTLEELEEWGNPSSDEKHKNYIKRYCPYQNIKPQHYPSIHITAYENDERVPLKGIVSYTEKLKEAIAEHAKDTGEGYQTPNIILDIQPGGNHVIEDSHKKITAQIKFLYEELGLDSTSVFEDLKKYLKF
PAD4 inh – blocks human protein arginine deiminase 4; recombinant PAD4, RCA probe fluorescence polarization; AID 485272; 330,000 tested, 0.41% active; inhibition, % at 6.36 µM;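 active means percent inhibition above a cutoff equal to the mean of all tested compounds plus 3 SD, cut at about 15% in these data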;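 further: 0% = PAD4 with RCA probe and DMSO and 100% = probe without PAD4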
GSTO1 inh – GSTO1 inhibition, counter-screen for RBBP9 inhibitors | 300,000 tested, 1.1% active | recombinant GSTO1, activity-based probe fluorescence polarization | inhibition, % at 5.96 µM | P78417;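 active means inhibition above the campaign mean inhibition plus 3 SD, cut at about 35% in these data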;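 further: 0% = GSTO1-1 with DMSO and 100% = wells lacking GSTO1-1 enzyme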
LYPLA1 inh – LYPLA1 (human) inhibition in PME1 counter-screen; O75608; recombinant LYPLA1, FP-Rh probe fluorescence polarization; inhibition, % at 5.9 µM; 320,000 tested, 0.16% active;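 active means inhibition above the mean of all tested compounds plus 3 SD, set per campaign, cut at about 14% in these data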;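 further: inhibitors block serine hydrolase probe labeling of LYPLA1 so polarization falls; 0% = enzyme with DMSO and 100% = wells lacking LYPLA1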
Target sequence (O75608 whole entry, looked up): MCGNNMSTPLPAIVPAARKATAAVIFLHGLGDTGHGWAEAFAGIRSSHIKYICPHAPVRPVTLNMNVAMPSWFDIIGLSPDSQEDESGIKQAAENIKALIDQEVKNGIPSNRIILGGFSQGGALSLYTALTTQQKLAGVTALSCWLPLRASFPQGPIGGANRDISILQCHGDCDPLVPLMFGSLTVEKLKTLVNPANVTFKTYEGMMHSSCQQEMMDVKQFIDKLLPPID
Starred values were filed as active, the others as inactive; . = not tested or not shown. An excerpt; rates above refer to the full screens.

SMILES	PAFAH1B3 inh	LYPLA2 counter	PAFAH2 FP inh	ZTA DNA inh	EBNA-1 inh	PREPL inh	PAD4 inh	GSTO1 inh	LYPLA1 inh
COc1ccc(N2CCN(C(=O)CN3C(=O)NC(C)(c4ccc5ccccc5c4)C3=O)CC2)cc1 (stereo not drawn)	6	9	-3	1	.	57*	2	.	-1
COc1ccc(OC)c(NC(=O)C2CCCN(S(=O)(=O)c3cccc4nsnc34)C2)c1 (stereo not drawn)	0	-6	7	-2	4	18	1	2	-4
COc1ccc(C(CNC(=O)CCNC(=O)c2ccc(Br)cc2)N2CCOCC2)cc1 (stereo not drawn)	2	-3	-2	7	3	-9	0	-2	-1
O=C(Nc1nnc(-c2cccs2)o1)c1cccc(Oc2ccccc2)c1	-5	3	9	1	-7	15	0	-29	2
O=C(O)c1ccc(NCc2cccc(Br)c2)cc1	-9	3	6	-7	-7	2	1	3	5
O=C(Cn1cnc2c(nnn2Cc2ccccc2)c1=O)NCc1ccccc1Cl	1	6	2	-8	6	-5	-3	-3	0
CSc1nnc2c3c4c(sc3c(=O)n(-c3ccccc3)n12)CC(C)(C)OC4	11	-4	-3	-9	-1	8	-4	-2	-4
CCOC(=O)Nc1ccc2c(c1)N(C(=O)CCN(C)C)c1ccccc1CC2	4	-3	12	4	2	-6	-1	-6	-2
COC(=O)C1=CN(c2cccc(C)c2)C=C(C(=O)OC)C1c1cc(OC)c(O)c([N+](=O)[O-])c1	11	11	7	-1	7	16	-1	14	1
O=C(CCCc1ccccc1)Nc1cccc2c1CCCC2	0	0	1	-13	4	17	4	1	0
COC(=O)C1=C(C)NC(C)=C(C(=O)OC)C1c1ccc(NC(C)=O)cc1	11	1	-8	-13	-4	2	-4	-2	2
CCCn1c(N)c(N(CCOC)C(=O)c2ccc([N+](=O)[O-])cc2Cl)c(=O)[nH]c1=O	2	2	0	-6	15	13	5	-3	2
Cc1cccc(Cn2cnc3c(N)c(C)c(C)cc32)c1	8	-1	12	-4	-3	17	1	6	-2
COc1ccccc1C/C(N)=N/OC(=O)/C=C/c1ccccc1	13	-1	69*	-14	0	-11	-6	0	-4
S=C(Nc1ccccc1)N1CCN(C(=S)Nc2ccccc2)CC1	.	0	.	-4	7	0	-2	-4	0
CN(C)c1cccc(C(=O)NC2CCCCCC2)c1	-1	1	3	0	-3	-8	1	2	-2
CC(=O)NC1=NN(C(C)=O)C(C)(CS(=O)(=O)c2ccc(C)c(C)c2)S1 (stereo not drawn)	9	2	8	-11	-11	2	0	4	1
CN(C)CCOC(=O)C12CC3CC(CC(C3)C1)C2	7	1	0	11	6	-8	1	-1	-1
O=S(=O)(Nc1cc(S(=O)(=O)N2CCOCC2)ccc1NCC1CCCO1)c1ccccc1 (stereo not drawn)	1	1	10	-15	.	2	0	.	4
CC(C)(C)c1ccc(C(=O)N2CCN(C(=O)c3ccco3)CC2)cc1	2	3	2	2	8	2	-3	4	2
Cn1c(-c2ccc(CN3CCCCC3)o2)nc2ccccc21	9	0	2	-9	-7	8	-1	-4	1
CCCCN1C(=O)C2C(c3ccc(OC)cc3O)NC(CC(C)C)(C(=O)O)C2C1=O (stereo not drawn)	7	-8	0	10	0	-2	4	6	2
Cc1ccc(-c2cc3ccccc3nc2N2CCOCC2)cc1	.	-2	.	-10	-2	-6	1	6	-2
COc1ccccc1N1CCN(S(=O)(=O)c2ccc3c(c2)oc(=O)n3C)CC1	9	-2	2	-18	-10	2	1	3	-3

Full records as entered above. Screens in order: PAFAH1B3 inh	LYPLA2 counter	PAFAH2 FP inh	ZTA DNA inh	EBNA-1 inh	PREPL inh	PAD4 inh	GSTO1 inh	LYPLA1 inh
Record of `CCCCN1C(=O)C2C(c3ccc(OC)cc3O)NC(CC(C)C)(C(=O)O)C2C1=O` (stereo not drawn) = 7	-8	0	10	0	-2	4	6	2
Record of `CN(C)c1cccc(C(=O)NC2CCCCCC2)c1` = -1	1	3	0	-3	-8	1	2	-2
Record of `S=C(Nc1ccccc1)N1CCN(C(=S)Nc2ccccc2)CC1` = .	0	.	-4	7	0	-2	-4	0
Record of `CC(C)(C)c1ccc(C(=O)N2CCN(C(=O)c3ccco3)CC2)cc1` = 2	3	2	2	8	2	-3	4	2

In a second layout: two of the compounds above
Molecule: O=S(=O)(Nc1cc(S(=O)(=O)N2CCOCC2)ccc1NCC1CCCO1)c1ccccc1 (stereo not drawn)
  PAFAH1B3 inh = 1; LYPLA2 counter = 1; PAFAH2 FP inh = 10; ZTA DNA inh = -15; EBNA-1 inh = .; PREPL inh = 2; PAD4 inh = 0; GSTO1 inh = .; LYPLA1 inh = 4
Molecule: COc1ccccc1C/C(N)=N/OC(=O)/C=C/c1ccccc1
  PAFAH1B3 inh = 13; LYPLA2 counter = -1; PAFAH2 FP inh = 69*; ZTA DNA inh = -14; EBNA-1 inh = 0; PREPL inh = -11; PAD4 inh = -6; GSTO1 inh = 0; LYPLA1 inh = -4

(more compounds)
SMILES	PAFAH1B3 inh	LYPLA2 counter	PAFAH2 FP inh	ZTA DNA inh	EBNA-1 inh	PREPL inh	PAD4 inh	GSTO1 inh	LYPLA1 inh
O/N=C\c1ccccc1Oc1ccc(F)cc1	7	1	2	-8	3	0	1	2	-3
C#CCSc1nnc(-c2ccc([N+](=O)[O-])cc2)o1	-6	0	11	-7	-4	9	1	14	-1
COCC1CCCCN1C(=O)c1ccc2nc(Cc3ccc(OC)c(OC)c3)oc2c1 (stereo not drawn)	-5	3	2	35*	10	6	-3	2	-1
CCOC(=O)[C@H]1[C@H]2COc3ccc(Cl)cc3[C@@H]2N2C(=O)CN(Cc3ccccc3)C(=O)[C@@]12C	8	3	-2	-2	.	9	2	.	-2
CCc1nnc(NC(=O)CCC(=O)N2CCN(CCOc3ccc(C)cc3)CC2)s1	6	3	5	0	1	6	6	0	0
Cc1ccccc1SCC(=O)OCC(=O)Nc1sccc1C(N)=O	-4	-1	8	3	-3	30	1	7	1
COC(=O)c1ccc(NC(=S)N2CCC(C(N)=O)CC2)cc1	5	-3	1	-4	-1	-1	1	0	1
O=C(CN1C(=O)NC2(CCOc3ccccc32)C1=O)NCCc1ccc(F)cc1 (stereo not drawn)	7	.	2	.	.	14	-6	.	.
O=C(CN1c2ccccc2Sc2ccccc21)NNC(=O)Nc1ccc(Cl)cc1	1	-5	2	-8	-4	4	3	2	-3
CNC(=O)C(=O)Nc1cc2c3c(c1)C(C)C(=O)N3CCC2 (stereo not drawn)	-4	-5	2	-5	-3	-2	0	4	0
COc1ccc(N2CCN(C(CNC(=O)C(=O)NCC3CCCO3)c3ccco3)CC2)cc1 (stereo not drawn)	5	3	4	0	2	13	3	9	-4
CC1CN(C)C(C)C/C1=N/Oc1ccccc1[N+](=O)[O-] (stereo not drawn)	12	-1	7	-4	-5	6	-9	15	-1
COc1ccc(-n2c(N)c(-c3nc4ccccc4n3C)sc2=S)cc1	-3	-4	1	2	0	28	-1	-1	-1
COCCCNC(=O)c1cn(C)c(=O)c2cc(OC)c(OC)cc12	1	2	-2	-6	-23	-2	-2	-6	0
Cc1ccc(Sc2nc(C)cc(C)c2S(C)(=O)=O)cc1	10	0	-1	-17	3	11	2	9	3
COc1ccc(CNC(=O)C(C)OC(=O)c2cccs2)cc1 (stereo not drawn)	12	2	1	-3	6	6	-4	8	1
O=C(N/N=C/c1ccccc1)c1cccc2ccccc12	4	0	1	2	8	-14	3	2	-2
Cc1ccc(S(=O)(=O)NCCOC(=O)Nc2sc(=S)n(C)c2C)cc1	6	-4	0	-4	-7	6	-1	8	-3
C[C@@H]1COC(=O)[C@H](NC(=O)OCC2c3ccccc3-c3ccccc32)C/C=C\C[C@@H](CC(=O)N[C@H](CO)Cc2ccccc2)C(=O)N1	-7	.	-4	.	.	14	-1	.	.
CC1/C(=N/O)CC(c2ccco2)NC1c1ccco1 (stereo not drawn)	11	-2	5	15	6	2	-2	5	0
CC(/C=N/n1c(-c2cc(C)[nH]n2)n[nH]c1=S)=C\c1ccco1	-1	0	7	1	-5	-5	-7	-7	1
O=C(Nc1ccccc1C(=O)N1CCCCC1)c1cccs1	13	-3	2	6	-11	8	-9	-3	-4
CC1=CC(C)(C(Cl)Cl)C(C)=CC1=O (stereo not drawn)	8	2	-4	2	8	-4	3	1	-2
O=c1c2ccccc2sn1-c1cc(S(=O)(=O)N2CCOCC2)ccc1N1CCOCC1	-1	1	10	0	3	-3	7	-1	-1

Rewritten as labelled records: entries from further up.
compound: CC1=CC(C)(C(Cl)Cl)C(C)=CC1=O (stereo not drawn)
  PAFAH1B3 inh: 8
  LYPLA2 counter: 2
  PAFAH2 FP inh: -4
  ZTA DNA inh: 2
  EBNA-1 inh: 8
  PREPL inh: -4
  PAD4 inh: 3
  GSTO1 inh: 1
  LYPLA1 inh: -2

compound: CC(/C=N/n1c(-c2cc(C)[nH]n2)n[nH]c1=S)=C\c1ccco1
  PAFAH1B3 inh: -1
  LYPLA2 counter: 0
  PAFAH2 FP inh: 7
  ZTA DNA inh: 1
  EBNA-1 inh: -5
  PREPL inh: -5
  PAD4 inh: -7
  GSTO1 inh: -7
  LYPLA1 inh: 1

compound: COCCCNC(=O)c1cn(C)c(=O)c2cc(OC)c(OC)cc12
  PAFAH1B3 inh: 1
  LYPLA2 counter: 2
  PAFAH2 FP inh: -2
  ZTA DNA inh: -6
  EBNA-1 inh: -23
  PREPL inh: -2
  PAD4 inh: -2
  GSTO1 inh: -6
  LYPLA1 inh: 0

compound: Cc1ccc(S(=O)(=O)NCCOC(=O)Nc2sc(=S)n(C)c2C)cc1
  PAFAH1B3 inh: 6
  LYPLA2 counter: -4
  PAFAH2 FP inh: 0
  ZTA DNA inh: -4
  EBNA-1 inh: -7
  PREPL inh: 6
  PAD4 inh: -1
  GSTO1 inh: 8
  LYPLA1 inh: -3

Next section.
SMILES	PAFAH1B3 inh	LYPLA2 counter	PAFAH2 FP inh	ZTA DNA inh	EBNA-1 inh	PREPL inh	PAD4 inh	GSTO1 inh	LYPLA1 inh
O=c1[nH]c2ccccc2c2cn(-c3ccccc3)nc12	6	-2	9	-2	-1	-10	2	-10	-7
CCOc1ccc(NC(=O)CSc2nc(O)c(C)c(=O)n2-c2ccc(F)cc2)cc1	-3	3	10	-11	12	9	3	28	0
CCS(=O)(=O)C1=NN2C(=N)/C(=C\c3ccc(OS(=O)(=O)c4ccccc4)c(OC)c3)C(=O)N=C2S1	.	-13	.	14	-8	2	-6	-44	-7
Cc1cc(N2C(=O)CCC2=O)n(-c2ccccc2)n1	5	-2	-7	-5	-8	5	-4	4	-4
CCN1CCN(C(c2ccc(F)cc2)c2nnnn2Cc2ccc3c(c2)OCO3)CC1 (stereo not drawn)	4	-1	-19	-4	-10	-11	1	7	-2
Cc1ccc(OCc2n[nH]c(=S)n2-c2ccc(C)cc2)cc1	8	2	2	-10	-4	-26	-1	10	2
Cc1ccc(-c2cc3nc4c(c(=O)n3[nH]2)CCCC4)cc1	-3	0	1	-11	6	7	-3	6	1
O=C(NCC1COc2ccccc2O1)C1CCCN(S(=O)(=O)c2cnc[nH]2)C1 (stereo not drawn)	5	-2	-4	-2	11	1	-1	4	-2
CCN1C(=NCc2cccc(Cl)c2)N[C@@H](c2cccc(F)c2)C(C(=O)OC)=C1C	6	1	-6	1	4	1	-3	6	3
O=C(O)/C=C/C(=O)Nc1ccc2c(c1)NC(=O)CO2	6	6	1	0	-5	8	-8	1	1
C[C@H](N=C1NS(=O)(=O)c2ccccc21)C(=O)OCc1cc([N+](=O)[O-])cc2c1OCOC2	6	-4	-3	4	-4	10	-1	-12	0
O=C(c1ccco1)N(CCCN1CCOCC1)c1nc(-c2ccc(Cl)cc2)cs1	11	6	-7	-6	3	-4	6	-2	1
Cc1cc(CN2CCN(CC(=O)Nc3cc(C(F)(F)F)ccc3-n3cncn3)CC2)no1	0	-1	7	-7	.	7	4	.	1
Cc1ccc(S(=O)(=O)c2nc(-c3ccccc3)oc2NCCN2CCOCC2)cc1	0	0	-2	-14	-24	25	-10	-7	-2
